# Screening results: PubChem BioAssay, National Center for Advancing Translational Sciences (NCATS)
# a7 integrin act: activates integrin-mediated alleviation for muscular dystrophy. 350,000 tested, 0.064% active. alpha7betagal myoblasts, beta-gal FDG fluorescence, 48 h. Potency, µM (top dose mostly 38.3 µM), for the others: top-dose activation, most hits filed as activators. AID 624291;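 further: potency means the concentration at half of the fitted maximal effect; 100% = response of the positive control SU9516; nearly all actives have a fitted effect of over 60% in size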
#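 Alpha7betagal+/- myoblasts (passage 13) were plated 16-24 hr, then exposed to compounds (1:260 dilution of DMSO stock) for 48 hours at 37C. After MPER lysis, β-galactosidase reporter activity was read as FDG fluorescence (ex 480/em 540) after 30 minutes.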
# TSG101-PTAP inh: blocks PTAP/TSG101 interaction to inhibit HIV-1 budding. Q99816. Fluorescence polarization, FITC-PTAP peptide / Tsg101 binding. Potency, µM (top dose mostly 115 µM), for inactives: at the top dose activity change, negative = inhibition, most hits filed as inhibitors. 340,000 tested, under 10 active. AID 493005; active means well fitted inhibition curve with a large enough effect in the main read-out, with a control signal flat, not every such curve was filed as active; inconclusive means small, poorly fitted or top-dose-only effect, or effect the other way, or a change in a side signal; inactive means no such curve, though single readings can be large or run the other way; further: potency means the concentration at half of the fitted maximal effect; % of control where 0% means no effect
# Target sequence (Q99816 whole entry, looked up): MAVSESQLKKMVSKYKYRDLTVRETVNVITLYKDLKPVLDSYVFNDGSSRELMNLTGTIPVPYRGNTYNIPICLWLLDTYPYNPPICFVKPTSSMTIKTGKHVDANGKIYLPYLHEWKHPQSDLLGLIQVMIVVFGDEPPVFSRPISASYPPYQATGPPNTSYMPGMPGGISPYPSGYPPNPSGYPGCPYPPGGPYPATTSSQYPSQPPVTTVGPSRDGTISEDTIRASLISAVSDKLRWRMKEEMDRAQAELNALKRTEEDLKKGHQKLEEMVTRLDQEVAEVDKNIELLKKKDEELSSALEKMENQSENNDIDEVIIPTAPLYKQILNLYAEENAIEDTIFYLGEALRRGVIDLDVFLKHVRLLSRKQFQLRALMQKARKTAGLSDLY
#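 Compounds were pin-transferred onto Tsg101 binding domain (10 uM final) in HEPES pH 7.5 buffer, then FITC-PTAP peptide was added at 50 nM final. After 20 min at RT, polarization reported peptide displacement across a qHTS concentration series.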
# PKM2 act: PKM2 (human) enzyme activation. purified PKM2, Kinase-Glo ATP luminescence, activation; response scale: 0% is enzyme alone, no compound. Potency, µM (titrated, usually from 57.5 µM), inactives show top-dose activation, most hits filed as activators. 260,000 tested, 0.34% active; further: potency means the concentration at half of the fitted maximal effect; on the % scale 0 is the no-effect control and ±100 the full control effect; nearly all actives have a fitted effect of over 55% in size
#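 Purified hPK-M2 (>95% pure) converted ADP (0.1 mM final) to ATP with 0.5 mM PEP in 50 mM imidazole pH7.2, KCl, MgCl2, Tween 20, BSA; 1 h at room temperature. ATP detected by Kinase-Glo luminescence.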
# FBPA coupling cs: counter-screen for Giardia aldolase inhibitors: coupling enzyme system; activity change, negative = inhibition, % at 58.2 µM, hits read low; 290,000 tested, 0.67% active; coupling enzyme system counterscreen, AmpLite Red fluorescence; in the data active means activity change below about -30%; further: on the % scale 0 is the no-effect control and ±100 the full control effect
#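 First, compound is pin-transferred into glyceraldehyde-3-phosphate coupling-enzyme reagent at 57.5 uM final and held 10 min at RT. Next, substrate, coupling system and AmpLite Red are added. After 20 min RT, fluorescence (525/598 nm) is read.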
# S-ASM inh: human S-ASM enzyme inhibition; Potency, µM (top dose mostly 57.5 µM), without a hit: at the top dose activity change, negative = inhibition, usual class: inhibitors; 340,000 tested, 0.006% active; AID 504937; P17405; placental ASM, HMU-PC fluorogenic substrate, 60 min; further: potency means the concentration at half of the fitted maximal effect
# Target sequence (P17405 47-631 limits assumed): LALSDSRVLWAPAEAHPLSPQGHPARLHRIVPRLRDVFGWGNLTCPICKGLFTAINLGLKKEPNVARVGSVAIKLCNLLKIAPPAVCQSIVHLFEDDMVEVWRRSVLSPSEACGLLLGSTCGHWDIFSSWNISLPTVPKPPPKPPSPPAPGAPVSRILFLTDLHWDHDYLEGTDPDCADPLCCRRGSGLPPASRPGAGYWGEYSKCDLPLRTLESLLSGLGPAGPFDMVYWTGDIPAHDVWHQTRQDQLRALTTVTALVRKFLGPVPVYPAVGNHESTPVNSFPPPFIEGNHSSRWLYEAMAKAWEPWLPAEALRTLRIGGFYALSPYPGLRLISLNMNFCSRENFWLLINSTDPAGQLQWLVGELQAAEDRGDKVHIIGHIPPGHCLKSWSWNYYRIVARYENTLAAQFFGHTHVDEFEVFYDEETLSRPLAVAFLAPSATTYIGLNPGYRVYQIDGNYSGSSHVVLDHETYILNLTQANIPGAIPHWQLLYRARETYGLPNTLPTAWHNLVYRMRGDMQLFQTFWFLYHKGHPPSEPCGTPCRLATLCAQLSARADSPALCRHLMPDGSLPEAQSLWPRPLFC
#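 qHTS format. ASM enzyme prepared from human placenta hydrolyses the fluorogenic substrate HMU-PC0 (9 uM final) over 60 min at 37 °C after a 10 min compound preincubation.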
# Menin-MLL TR inh: inhibitors of human menin-MLL interaction, mutant MLL peptide. Menin + Texas Red MLL mutant peptide, fluorescence polarization. Potency, µM (titrated, usually from 61.6 µM), for inactives: top-dose FP activity change, negative = inhibition, usual class: inhibitors. 270,000 tested, 0.23% active; active means well fitted inhibition curve with a large enough effect in the polarisation, with a control signal flat, not every such curve was filed as active; inconclusive means small, poorly fitted or top-dose-only effect, or effect the other way, or a change in a side signal; inactive means no such curve, though single readings can be large or run the other way; the % refers to the polarisation; further: potency means the concentration at half of the fitted maximal effect; % of control where 0% means no effect; many of its hits are not listed in these tables
# Giardia killer: kills Giardia lamblia. Giardia lamblia trophozoite viability. 340,000 tested, 0.15% active. activity change, % at 7.66 µM, hits read low; in the data active means activity change below about -80%; inconclusive means between about -30% and that limit;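 further: parasites exposed to compound for two days anaerobically before the ATP read; on the % scale 0 is the no-effect control and ±100 the full control effect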
#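 ATP-content bioluminescence gauges trophozoite survival. Cells (100/well) receive compound and incubate anaerobically for 48 hrs at 37 deg C; detection reagent follows for 15-30 min at room temperature.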
# Tb PFK block: blocks T. brucei phosphofructokinase; O15648; T. brucei PFK, ADP-Glo luminescence; Potency, µM (highest dose often 57.5 µM), for inactives: at the top dose activity, negative = inhibition, usual class: inhibitors; 330,000 tested, 0.17% active;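 further: potency means the concentration at half of the fitted maximal effect; 0% = uninhibited 1x PFK enzyme wells and -100% = no-enzyme wells; nearly all actives have a fitted effect of over 60% in size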
#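 1.25 nM PFK with 0.5 mM F6P and 0.1 mM ATP in 0.1 M TEA pH 8.0, 5 mM MgCl2, incubated 45 min at room temperature; ADP measured by ADP-Glo luminescence; compounds titrated up to 57 uM.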
# BCR signal inh: chronic active BCR signaling inhibition; ABC-DLBCL IkBa-CBG/CBR reporter, luminescence ratio, 4 h; 340,000 tested, 0.05% active; Potency, µM (titrated, usually from 46.1 µM), without a hit: at the highest dose ratio change, negative = lower green/red ratio, actives largely listed as inhibitors; AID 493014; active means well fitted inhibition curve with a large enough effect in the signal ratio, with a control signal flat, not every such curve was filed as active; inconclusive means small, poorly fitted or top-dose-only effect, or effect the other way, or a change in a side signal; the % refers to the signal ratio;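 further: potency means the concentration at half of the fitted maximal effect; plate controls were basal doxycycline-induced cells for no effect and cells given 10 µM MG132 for full effect; MG132 reads +100%, hits lower the ratio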
#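 Concentration-response series (up to 46 uM) were applied to TMD8 dual-reporter cells for 4 h at 37C with doxycycline. Green/red ratio, after filter-overlap correction, defined %Activity; red signal alone was normalised to basal cells and zero luminescence.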
# B2AR arrestin: recruits beta-arrestin to the human beta2-adrenergic receptor | beta-arrestin recruitment to beta2AR, cell-based reporter | 330,000 tested, 0.02% active | Potency, µM (titrated, usually from 46.1 µM), inactives show at the highest dose activation, usual class: activators | P07550;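 further: potency means the concentration at half of the fitted maximal effect; 0% = DMSO controls and full agonism = EC100 isoproterenol or metaproterenol; nearly all actives have a fitted effect of over 65% in size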
# GALK inhibitor: galactokinase (human) inhibition. P51570. Purified GALK, Kinase-Glo residual ATP luminescence. Potency, µM (titrated, usually from 57.5 µM), inactives show at the highest dose activity change, negative = inhibition, actives largely listed as inhibitors. 270,000 tested, 0.007% active; further: potency means the concentration at half of the fitted maximal effect; on the % scale 0 is the no-effect control and ±100 the full control effect
#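 GALK at 5 nM final was combined with compound, 35 uM ATP and 100 uM galactose in HEPES pH8.0 with MgCl2 and DTT. The reaction ran one hour at room temperature before luminescent ATP detection.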
# * = called active by the depositor; ? = inconclusive; · = no result given; [ ] = remark or other dose. Unless noted, the call rests on the fitted dose curve; in most records, active means well fitted curve in the direction sought with a large enough effect; inconclusive means small, poorly fitted or top-dose-only effect, or another doubt; inactive means no such curve, though single readings can be large; an effect the other way counts as inactive or inconclusive. A portion of the library (hit frequency here may not be typical).
# Values run as follows: a7 integrin act | TSG101-PTAP inh | PKM2 act | FBPA coupling cs | S-ASM inh | Menin-MLL TR inh | Giardia killer | Tb PFK block | BCR signal inh | B2AR arrestin | GALK inhibitor
- Cc1ccc(OCc2csc(N)n2)cc1
    10% | -1% | -4% | -1 | 5% | 10% | 33[activator] | 0% | ? | 0.0% | -1%
- CC1(C)SC(=S)N(/N=C/c2cccnc2)C1N(O)C(=O)Nc1ccccc1 (stereo not drawn)
    10% | -8% | 1% | 0 | 2% | · | -23 | -4% | 1% | -0.3% | 0%
- Cc1ccc(/C=N/n2c(C)nnc2C)s1
    -13% | -1% | 2% | 0 | -2% | 4% | -19 | -2% | 0% | 0.3% | 0%
- CC1(C)Cc2c(cnn2-c2ccc(F)cc2)C(NC(=O)CCCN2CCCCC2=O)C1 (stereo not drawn)
    -30%[inhibitor] | -2% | 0% | · | 5% | · | -4 | -5% | 0% | -0.8% | 2%
- Cc1nnc(SCC(=O)Nc2ccc(OC(F)F)c(Cl)c2)n(N)c1=O
    4% | -7% | · | · | -1% | · | -27 | 8% | -4% | -0.5% | ·
- COc1cc(C(=O)NCCN2CCN(C(=O)c3cc(OC)c(OC)c(OC)c3)CC2)cc(OC)c1OC
    7% | -3% | -3% | · | 8% | · | -2 | 0% | ? | 0.3% | -1%
- O=C(NC1CC2CCCC(C1)N2S(=O)(=O)c1ccccc1)c1ccco1 (stereo not drawn)
    -16% | 0% | -1% | 0 | 0% | ? | -2 | 0% | -1% | -0.2% | 0%
- O=C(c1cc(-c2ccc(Cl)c(Cl)c2)on1)N1CCCC1
    · | · | -2% | 3 | · | -10% | · | 4% | 9% | 0.1% | 1%
- C=CCNC(=O)COc1ccccc1C#N
    20% | 0% | 2% | -4 | -1% | 14% | -4 | 0% | -7% | 0.0% | -1%
- O=C(COc1ccc([N+](=O)[O-])cc1)Nc1ccncc1
    -19% | -2% | -1% | 2 | 2% | 3% | 2 | ? | 0% | 0.1% | 2%

# Arranged by the number under PKM2 act (smallest number first): 7 of the compounds above.
SMILES | PKM2 act
Cc1ccc(OCc2csc(N)n2)cc1 | -4%
COc1cc(C(=O)NCCN2CCN(C(=O)c3cc(OC)c(OC)c(OC)c3)CC2)cc(OC)c1OC | -3%
O=C(c1cc(-c2ccc(Cl)c(Cl)c2)on1)N1CCCC1 | -2%
O=C(NC1CC2CCCC(C1)N2S(=O)(=O)c1ccccc1)c1ccco1 (stereo not drawn) | -1%
CC1(C)Cc2c(cnn2-c2ccc(F)cc2)C(NC(=O)CCCN2CCCCC2=O)C1 (stereo not drawn) | 0%
CC1(C)SC(=S)N(/N=C/c2cccnc2)C1N(O)C(=O)Nc1ccccc1 (stereo not drawn) | 1%
Cc1ccc(/C=N/n2c(C)nnc2C)s1 | 2%

# The main list resumes with the two entries that preceded the break.
# Values run as follows: a7 integrin act | TSG101-PTAP inh | PKM2 act | FBPA coupling cs | S-ASM inh | Menin-MLL TR inh | Giardia killer | Tb PFK block | BCR signal inh | B2AR arrestin | GALK inhibitor
- C=CCNC(=O)COc1ccccc1C#N
    20% | 0% | 2% | -4 | -1% | 14% | -4 | 0% | -7% | 0.0% | -1%
- O=C(COc1ccc([N+](=O)[O-])cc1)Nc1ccncc1
    -19% | -2% | -1% | 2 | 2% | 3% | 2 | ? | 0% | 0.1% | 2%
- CCn1nc(C(=O)NNC(=O)c2ccc(OC(F)F)cc2)c2ccccc2c1=O
    -14% | -6% | · | · | -1% | · | -2 | 2% | 2% | -0.7% | ·
- Cc1ccc(NC(=O)C2CCCN2S(=O)(=O)c2ccc(-c3ccc(=O)[nH]n3)s2)c(C)c1 (stereo not drawn)
    12% | -6% | · | -2 | -12% | ? | 4 | 4% | 14% | 0.7% | 2%
- CCOc1ccc(CC(=O)NNC(=S)NC2CCCCC2)cc1OCC
    17% | -24% | 3% | 2 | -1% | 11% | 19 | -3% | ? | 10.0% | -2%
- CCC1CCC2(CC1)NC(CO)(CO)CO2 (stereo not drawn)
    15% | 0% | -5% | -1 | 1% | -1% | 6 | -7% | 2% | -0.1% | -1%
- COCCN(Cc1cc2cc3c(cc2[nH]c1=O)OCO3)C(=O)c1cccs1
    · | · | -3% | 0 | · | -2% | · | -14% | -5% | 0.0% | -4%
- CCC1Oc2ccc(C)cc2N(CC(=O)NCc2ccco2)C1=O (stereo not drawn)
    -31% | 1% | 0% | 0 | -1% | 5% | -14 | -6% | 20% | 0.4% | -1%
- O=C(Nc1ccccn1)c1ccc2c(c1)S(=O)(=O)c1ccccc1C2=O
    -4% | · | -11% | 4 | -2% | 10% | -5 | 15% | 7% | 1.9% | 1%
- CC(C)CC(=O)Nc1c2c(nn1-c1cccc(Cl)c1)CS(=O)(=O)C2
    -7% | -4% | · | 0 | -7% | 12% | -4 | -3% | ? | -0.9% | -1%
- Cc1[nH]n(-c2ccccc2)c(=O)c1-c1cccc(Cl)c1
    2% | -1% | 5% | 6 | 0% | ? | 14 | -4% | 1% | -0.8% | 3%
- Cc1cccc(Oc2nc(CN3CCOCC3)nc3sc4c(c23)CCCC4)c1
    -16% | -2% | 0% | 1 | -5% | -17% | -6 | -8% | -1% | -0.9% | -1%
- CCOc1ccc(N(CC(=O)Nc2ccc3c(c2)OCCO3)S(=O)(=O)c2c(C)noc2C)cc1
    -24% | -6% | 2% | -2 | -9% | 1%[11.7 µM] | 6 | 2% | 1% | 2.2% | 2%
- CCC(c1nnnn1CS(=O)(=O)c1ccc(C)cc1)N1CCN(c2nc3ccccc3s2)CC1 (stereo not drawn)
    -18% | -13% | -6% | -2 | -5% | 1% | -5 | -3% | 0% | 0.4% | 4%
- CCCNC(=O)c1cc(S(=O)(=O)N2CCc3ccccc32)ccc1F
    3% | · | -13% | -7 | 0% | 14% | 2 | 2% | ? | -0.6% | -3%
- COc1cccc(Nc2ncnc3sccc23)c1
    0% | 0% | 7% | -2 | 3% | 19% | 2 | -12% | ? | -0.4% | 8%
- O=C(Nc1cc(Br)ccc1O)C1CC(c2ccccc2Cl)=NO1 (stereo not drawn)
    13µM* | 0% | 4% | 0 | -2% | ? | 7 | 0% | 12% | -0.6% | 0%
- Cc1cc(N2C(=O)CC(N3CCN(C(c4ccccc4)c4ccccc4)CC3)C2=O)no1 (stereo not drawn)
    20% | 2% | 5% | 2 | 3% | -1% | 3 | 0% | 0% | -0.1% | 6%
- O=C(N/N=C/c1cccc2ccccc12)c1n[nH]c2c1CCCC2
    -51%[inhibitor] | 0% | 3% | -1 | 25% | ? | 6 | 1% | -14% | 0.3% | 13%
- Cc1ccc(NC(=O)Nc2ccc(C(=O)N3CCOCC3)cc2)cc1
    22% | -3% | 1% | 1 | -1% | 10% | -14 | -2% | -11% | 0.4% | 0%
- O=C(OCc1ccc2c(c1)OCO2)c1cccc(S(=O)(=O)N2CCCCC2)c1
    0%[7.66 µM] | -1% | 2% | 1 | -1% | -5% | -6 | 7% | ? | -0.4% | 1%
- COc1cccc(NS(=O)(=O)c2ccc3c(c2)NC(=O)CC(=O)N3)c1
    -18% | -3% | · | · | 0% | · | -12 | 0% | -2% | -0.3% | -7%
- Cc1c(Cl)cccc1NC(=O)N1CCN(C(=O)c2ccco2)CC1
    7% | -7% | -9% | · | -4% | · | 8 | -1% | -2% | -0.3% | 6%
- CS(=O)(=O)c1ccc(Cl)c(NC(=O)CSc2nncn2-c2ccccc2)c1
    13µM* | -1% | · | 2 | 6% | · | -10 | 0% | ? | -0.1% | -2%
- COc1ccc(CCN2C(=O)CC(N3CCN(c4ccccn4)CC3)C2=O)cc1OC (stereo not drawn)
    -5% | 0% | -2% | -1 | -1% | -16% | -3 | 0% | ? | -0.3% | 1%
- Cc1ccc(S(=O)(=O)NC2c3cccc4cccc(c34)C2Sc2n[nH]c(N)n2)cc1 (stereo not drawn)
    8% | 4% | -2% | -1 | -3% | -5% | -14 | 6% | 11% | -0.6% | -1%
